FBW7 activator = human FBW7 E3 ligase activation, primary screen | Q969H0 | 650,000 compounds, 0.13% hits | normalized activity (activation), % at 26.1 µM | AlphaScreen FBW7–phospho-cyclin E peptide binding, activator screen; in the data active means normalized activity above about 1.9%;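 further: purified mutant Fbw7 with reduced substrate affinity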
Target sequence (Q969H0 whole entry, looked up): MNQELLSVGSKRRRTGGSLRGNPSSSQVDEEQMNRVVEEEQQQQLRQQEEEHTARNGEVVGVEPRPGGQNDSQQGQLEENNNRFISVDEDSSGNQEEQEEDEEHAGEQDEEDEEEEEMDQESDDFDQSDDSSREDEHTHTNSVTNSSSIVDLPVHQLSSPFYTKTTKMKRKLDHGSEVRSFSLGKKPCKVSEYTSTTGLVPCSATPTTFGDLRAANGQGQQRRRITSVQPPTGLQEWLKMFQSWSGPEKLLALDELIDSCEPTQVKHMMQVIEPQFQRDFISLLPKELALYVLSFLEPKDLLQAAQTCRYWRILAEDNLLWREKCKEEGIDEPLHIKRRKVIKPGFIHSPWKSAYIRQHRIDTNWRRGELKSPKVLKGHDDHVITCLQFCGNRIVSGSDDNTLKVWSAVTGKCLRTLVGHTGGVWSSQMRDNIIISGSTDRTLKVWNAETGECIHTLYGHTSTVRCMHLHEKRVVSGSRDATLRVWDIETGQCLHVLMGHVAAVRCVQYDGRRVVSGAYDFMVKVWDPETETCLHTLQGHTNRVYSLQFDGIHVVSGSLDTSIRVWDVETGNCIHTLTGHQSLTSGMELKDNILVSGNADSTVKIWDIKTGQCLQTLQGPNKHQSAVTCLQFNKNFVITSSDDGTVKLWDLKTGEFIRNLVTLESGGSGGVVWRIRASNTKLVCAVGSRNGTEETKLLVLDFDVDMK
TEAD-YAP inh = TEAD-YAP interaction inhibition. HEK-TIYL cells, TEAD-Gal4/YAP UAS-luciferase luminescence. inhibition, % at 9.12 µM. 640,000 compounds, 1.4% hits. AID 1259422; in the data active means inhibition above about 32%;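 further: 0% = median of test compound wells and 100% = reference inhibitor wells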
MITF inh = human MITF inhibition, primary screen. inhibition, % at 2.6 µM. 650,000 compounds, 0.91% hits. AID 1259374. AlphaScreen MITF homodimerization, bead proximity signal; in the data active means inhibition above about 50%;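 further: 0% = vehicle wells with protein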
GPR151 ag = human GPR151 activation | 650,000 compounds, 1% hits | PathHunter beta-arrestin GPR151 cells, luminescence | Q8TDV0 | activation, % at 11.2 µM; in the data active means activation above about 4.9%;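 further: 0% = median of compound wells and 100% = cells with positive control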
An asterisk follows results filed as active.

SMILES	FBW7 activator	TEAD-YAP inh	MITF inh	GPR151 ag
CCOC(=O)c1c(-c2ccccc2)csc1NC(=O)c1ccc(F)cc1	-0.1	-5.4	5.1	-0.4
Cc1nc(Cl)c(C(=O)NCCC(C)C)c(C)c1[N+](=O)[O-]	0.3	20.5	7.7	0.4
COc1cc(C(=O)Nc2ccc3c(c2)OCCO3)c(Br)c(OC)c1OC	0.1	6.8	10.8	-0.4
CCS(=O)(=O)N1CCC(c2ncncc2-c2cc(C)no2)CC1	0.0	-2.9	-0.8	1.1
CC(=O)CC(C)(C)S(=O)(=O)c1ccc(C)c(C)c1	0.1	-3.0	2.0	1.4
O=C(NC1CC1)c1ccc2c(c1)N(Cc1ccccc1F)C(=O)c1ccccc1S2=O (stereo not drawn)	-0.1	-8.9	-8.1	1.7
c1ccc(-n2nnnc2N2CCNCC2)cc1	0.3	6.3	17.9	-1.3
CCCNS(=O)(=O)c1cc2c(cc1Cl)NC(=O)CO2	0.1	-7.7	2.0	-0.1
COc1ccc(C2=NN(C(=O)CSc3nnc(CNC(=O)c4ccccc4F)n3C)C(c3ccc(C)cc3)C2)cc1 (stereo not drawn)	0.2	-4.3	-7.2	-1.2
CCOC(=O)c1c(NC(=O)c2c(F)cccc2F)sc2c1CCN(C)C2	0.0	19.9	1.0	2.3
CCOc1ccc(-n2c(C)cc(/C=N/NC(=S)NCCN3CCOCC3)c2C)cc1	-0.3	14.1	12.0	1.1
Cn1c(=O)c2c(nc(N3CCCCC3)n2Cc2ccc(Cl)cc2Cl)n(C)c1=O	0.3	0.0	6.5	-0.7
O=C(CSc1nnc2[nH]c(=O)ccn12)Nc1ccc(Cl)c(Cl)c1	0.0	9.0	15.6	-0.6
O=C(c1ccc(-c2ccccc2)cc1)C1CCCN(C(=O)c2cn[nH]c2)C1 (stereo not drawn)	0.0	11.0	3.5	0.1
CC(C)(C)NC(=O)C1CCCN1C(=O)NC1CCCCC1 (stereo not drawn)	-0.1	9.1	1.9	0.8
Cc1csc(=O)n1CC(=O)Nc1ccc(Cl)c(Cl)c1	0.7	-2.5	-13.0	-0.6
O=C(Cn1nnc2c(cnn2-c2ccc(F)cc2)c1=O)NCc1ccc(F)cc1	0.0	11.3	10.6	1.0
CCOc1cccc(C2CC(c3cccc(OC)c3)=NC(c3ccc(Cl)c([N+](=O)[O-])c3)N2)c1O (stereo not drawn)	-0.1	-2.1	2.1	3.7
CCOC(=O)/C(C#N)=C/c1cc(C)n(-c2ccccc2)c1C	0.2	12.6	14.7	-0.9
Cn1c(CC(=O)NN)c(Sc2ccccc2)c2ccccc21	0.3	-4.8	9.2	-1.2
CN(c1ccccc1)S(=O)(=O)c1ccc(C(=O)Nc2nc(-c3ccc(I)cc3)cs2)cc1	-0.1	-7.3	-3.8	0.5
O=C(COc1ccc2ccccc2c1)NCCNC(=O)COc1ccc2ccccc2c1	0.2	0.1	16.1	0.2
O=C(NCc1ccncn1)c1cccc(OC2CCN(C3CCCC3)CC2)c1	0.1	-12.2	-2.8	1.6
Cc1c(NS(=O)(=O)c2cc([N+](=O)[O-])ccc2Cl)c(=O)n(-c2ccccc2)n1C	0.8	-2.9	-1.5	-1.1
CCCCNC(=O)NS(=O)(=O)c1ccc(C(=O)OC(C)C)o1	-0.1	-1.1	-9.7	1.2
O=C(Nc1ccccc1C(=O)Nc1ccccc1)c1ccc(F)cc1	0.0	3.9	3.5	0.8
Cc1ccc(Cc2nnc(Nc3cccc(C)c3)[nH]c2=O)cc1	0.2	-1.0	2.2	-0.5
CCCn1cc([C@@H]2C[C@H]3CN(Cc4ccccc4C)C(=O)[C@]34CCCN24)c(C)n1	-0.1	9.3	1.0	0.1
O=C(O)CCC(=O)N1N=C(c2ccc(Br)cc2)CC1c1cn(-c2ccccc2)nc1-c1ccccc1 (stereo not drawn)	1.0	8.5	12.5	-0.9
COc1ccccc1NC(=O)CNC(=O)c1ccc(Br)cc1	0.8	0.9	17.1	-0.9

An excerpt of these results, with each value named.
> CCCn1cc([C@@H]2C[C@H]3CN(Cc4ccccc4C)C(=O)[C@]34CCCN24)c(C)n1
  FBW7 activator = -0.1
  TEAD-YAP inh = 9.3
  MITF inh = 1.0
  GPR151 ag = 0.1

> COc1cc(C(=O)Nc2ccc3c(c2)OCCO3)c(Br)c(OC)c1OC
  FBW7 activator = 0.1
  TEAD-YAP inh = 6.8
  MITF inh = 10.8
  GPR151 ag = -0.4

> COc1ccccc1NC(=O)CNC(=O)c1ccc(Br)cc1
  FBW7 activator = 0.8
  TEAD-YAP inh = 0.9
  MITF inh = 17.1
  GPR151 ag = -0.9

> O=C(NCc1ccncn1)c1cccc(OC2CCN(C3CCCC3)CC2)c1
  FBW7 activator = 0.1
  TEAD-YAP inh = -12.2
  MITF inh = -2.8
  GPR151 ag = 1.6

Other compounds follow:
SMILES	FBW7 activator	TEAD-YAP inh	MITF inh	GPR151 ag
CCCCN(CC)CCNC(=O)CCNC(=O)Cn1ccc2ccccc2c1=O	-0.1	0.8	-1.5	-0.8
Cc1ccc(CN2CCN(Cc3ccc(Oc4ncccn4)cc3)CC2CCO)o1 (stereo not drawn)	0.0	-0.3	0.9	-1.4
Cc1cccc2cc(CN(Cc3nnnn3CC3CCCO3)C3CCCC3)c(=O)[nH]c12 (stereo not drawn)	-0.1	5.6	3.8	0.5
Cc1ccc(NC(=O)CC[C@H]2CN(C(C)C)CC[C@H]2N2CCOCC2)cc1	0.1	-1.8	20.4	-1.1
O=C(COC(=O)COc1ccc(Br)cc1)NNC(=O)c1ccccc1	-0.1	7.5	4.8	-0.3
Cc1cc(/C=C(\C#N)C(=O)OCC(=O)Nc2ccc3c(c2)OCO3)c(C)n1CCC(C)C	0.0	4.4	-4.7	2.6
COc1ccc(OCC(=O)Nc2ccccc2C(=O)Nc2ccc(C(=O)O)cc2)cc1	0.9	8.4	-16.9	0.8
Cc1ccc(C)c(N2CCN(C(=O)Nc3ccc(F)cc3)CC2)c1	0.2	8.0	4.7	-0.5
Cc1nn(C)c(C)c1S(=O)(=O)N(CC(=O)N1CCCCCC1)c1ccc(C(C)C)cc1	0.0	16.4	3.0	0.5
CSc1nc2ccccc2n1Cc1nnc(-c2ccccc2)o1	0.0	-10.2	-4.7	-1.8
Cc1ccc2c(c1)N(C(=O)CCC(=O)NC1CCCCCC1)CC(C)O2 (stereo not drawn)	0.3	-3.6	6.9	0.4
O=C(Nc1cc2c3c(c1)CCN3C(=O)CC2)c1ccco1	0.0	6.0	4.6	-0.2
Cc1ccccc1-c1nc(COC(=O)c2nnn(-c3ccc(F)cc3)c2C)c(C)o1	0.1	9.6	-8.9	1.0
CCn1cc(CN2CCC(C(=O)Nc3ccccc3-c3cccc(OC)c3)CC2)cn1	-0.2	-2.5	-5.8	0.8
COC(=O)C(C)Sc1nc(N(C)C)nc(N2CCOCC2)n1 (stereo not drawn)	0.1	7.8	-1.6	0.5
O=C(NC1CCCCCCC1)c1ccc2nc3cc(Cl)ccc3c(=O)n2c1	0.1	-8.1	-0.5	-0.4
CCC(=O)Nc1ccc(-c2cc(-c3ccc(NC(=O)CC)cc3)nc(-c3ccccc3)n2)cc1	-0.1	-2.8	-13.0	3.8
CC(=O)NCCNC(=O)CCn1c(=S)[nH]c2cc3c(cc2c1=O)OCO3	0.2	-7.0	6.6	0.4
COc1ccc(-c2nc3ccccc3c(=O)n2NCc2cc(Br)cs2)cc1OC	0.3	4.2	0.8	2.1
CSc1sc(SC)c(CO)c1CO	0.5	-4.0	-5.7	0.5
CC(=O)N1c2ccc(S(=O)(=O)NC(C(=O)NC3CCCC3)C(C)C)cc2CC1C (stereo not drawn)	0.0	2.1	11.7	0.6
COc1cccc2cc(C(N)=O)c(=Nc3ccccc3C(N)=O)oc12	0.8	-41.6	10.3	-4.2
Cc1cc(-c2cnc(N3CCOCC3)nc2C2CCN(Cc3cnc(C)n3C)CC2)on1	-0.1	-2.1	-9.2	2.7
COc1ccc(-c2nc3cnccn3c2NCCc2ccccc2)cc1OC	0.1	-30.4	-13.1	0.6
Clc1ccc(C2Nc3cccc4cccc(c34)N2)cc1Cl	0.2	3.2	-1.2	0.2
CNC(=O)c1oc2ccc3c(c2c1C)C(=O)CC1(CCCCC1)O3	0.0	-23.0	-0.5	2.2
O=C(Nc1ccc(-c2ccco2)cc1)C1CCCN(C2CCOCC2)C1 (stereo not drawn)	-0.1	-2.0	11.2	-0.4
CCC1CCC(c2ccc(C3=N/C(=C/c4ccccc4F)C(=O)O3)cc2)CC1 (stereo not drawn)	-0.2	4.2	-3.2	-0.9
COc1cccc(CNC(=O)c2ccc3c(c2)N(C)CCS3)c1OC	0.0	-9.3	-0.8	3.9
COc1cc(Br)cc(CN(C)CCN(C)C)c1O	0.5	7.0	15.6	-0.1
NS(=O)(=O)c1ccc(CCNC(=O)CSc2nc3ccccc3c3nc(CCc4c[nH]c5ccccc45)nn23)cc1	0.0	29.1	6.1	-0.8
O=C(CCCOC(=O)c1ccc(S(=O)(=O)N2CCOCC2)cc1)c1ccc(F)cc1	0.0	-6.2	-7.1	0.6
CCN(CC)C(=O)CSc1nc2c(sc(=S)n2-c2ccccc2)c(=O)n1-c1ccccc1OC	-0.3	-1.8	-2.7	-1.0
O=C(NCc1cccnc1)C1(c2ccccc2)CCOCC1	0.1	-6.2	2.2	-0.2
c1ccc(Nc2nc(-c3ccccc3)nc3c2ncn3-c2ccsc2)cc1	0.0	2.6	4.8	0.9
O=C(c1cc2cc(F)ccc2[nH]1)N1CCC[C@@H]2CN(Cc3cccs3)CC[C@H]21	0.0	6.1	-6.2	1.5
CC1C/C(=N\NC(=O)c2ccc([N+](=O)[O-])cc2)CC(C)(C)C1 (stereo not drawn)	0.0	-8.5	-12.5	-0.6
COc1ccc(Cl)cc1NC(=O)c1c(-c2ccccc2)noc1C	-0.1	-0.1	-3.6	1.8
CC(C)CC(=O)N1CCN(Cc2ccccc2[N+](=O)[O-])CC1	0.1	-10.4	56.2*	0.4
CC(=O)OC1=NN=C(OC(C)=O)C12CC=C(C)CC2c1ccc([N+](=O)[O-])cc1 (stereo not drawn)	0.0	13.7	-2.5	0.8
CCC1=NC(c2ccccc2)N(O)C1(C)C (stereo not drawn)	0.1	10.5	-11.7	-0.1
COc1ccc(C(c2ccccc2)N2CCNCC2)cc1 (stereo not drawn)	-0.2	-10.3	-8.5	-0.3
CCOc1ccccc1N=NC1C(=O)N(C(N)=S)N=C1C (stereo not drawn)	-0.3	5.4	1.8	1.3
Cc1ccccc1C(=O)NC(=S)Nc1ccc(C(=O)O)cc1	0.3	15.6	11.1	-3.8
CC(C)(C)C(=O)CSc1nc2ccccc2c(=O)[nH]1	-0.1	-17.2	14.1	1.6
COc1cc(NC(=O)c2ccc3c(c2)C(=O)N(C)C3=O)c(C(=O)O)cc1OC	1.4	4.7	10.3	-1.4
Cc1cccc(Nc2nc3nonc3nc2N/N=C/c2ccc3c(c2)OCO3)c1	0.0	-6.2	-0.4	0.4
Cc1nc(N2CCOCC2)c2c(C)c(C(=O)Nc3ccc(F)cc3Cl)sc2n1	0.1	-2.6	-2.5	-0.6
CC(Sc1nnc2c(n1)[nH]c1ccc(Cl)cc12)C(N)=O (stereo not drawn)	0.2	-41.1	9.6	-0.3
NS(=O)(=O)c1ccc(NC2=C(Cl)C(=O)N(c3ccc(F)cc3)C2=O)cc1	0.3	-0.3	20.6	-1.1
CCn1ncc(NC(=O)Nc2ccc(Cl)cc2Cl)c1C(N)=O	0.0	-39.1	-3.4	0.1
CCOC(=O)C1=C(C)NC(C)=C(C(=O)OCC)C1C(=O)OCC(=O)NC	0.3	7.0	1.1	1.0
CN(C)C1=C(C(=O)c2ccccc2)NS(=O)(=O)c2ccccc21	-0.1	-6.2	1.6	0.2
COc1ccc2nc(N3CCCC(C(=O)NCCc4ccccc4)C3)sc2c1 (stereo not drawn)	-0.2	-5.6	11.4	0.3
CCCCCn1c(Sc2ccc(C)cc2)nc2c1c(=O)[nH]c(=O)n2C	0.0	-0.6	30.9	-2.1
Cc1cccc(CNc2ccc3c(c2)OCO3)c1	0.3	-9.5	26.6	0.0
COc1ccc(C(=O)Nn2c(C)nc3ccccc3c2=O)cc1OC	0.0	-2.6	-8.0	0.2
COc1cc(/C=C2\N=C(c3ccccc3Cl)OC2=O)cc(OC)c1	0.1	5.8	14.6	2.8
Clc1ccc(C(c2nnnn2C2CCCCC2)N2CCOCC2)cc1 (stereo not drawn)	-0.3	-4.4	-1.1	1.1
CCc1ccc(C(=O)N2CCN3C(=O)[C@H](Cc4ccccc4)N(C)C(=O)[C@H]3C2)cc1	-0.1	3.2	3.2	-0.9
(list continues)
SMILES	FBW7 activator	TEAD-YAP inh	MITF inh	GPR151 ag
CC(C)COc1ccc(COC2C(C3COC(C)(C)O3)OC3OC(C)(C)OC32)cc1 (stereo not drawn)	0.0	20.7	5.6	0.0
CCN(CC)C(=O)c1sc(NC(=O)Nc2ccccc2)c(C(=O)OC)c1C	-0.1	2.0	-1.6	0.2
CC(C)(C)c1ccc(-c2nc3cc(NC(=O)c4ccc([N+](=O)[O-])o4)ccc3o2)cc1	-0.1	12.8	0.3	2.2
COC(=O)c1cc(NC(=O)CN2C(=O)CSC2=O)ccc1Cl	-0.1	5.8	-1.2	-0.2
COc1cc(C)ccc1OCCOCCOc1ccccc1C=O	-0.2	-3.3	-11.1	-0.2
Clc1cc(Br)ccc1OCCN1CCOCC1	-0.2	-10.7	28.9	-0.7
CCOC(=O)c1ccc(-n2cc(O)c(C(=O)OC)n2)cc1	0.0	2.2	-6.3	-5.4
COc1ccc(CCNC2CCN(C)CC2)cc1OC	0.0	6.9	7.2	-0.2
